# From PubChem
# KOR beta-arrestin-1 – KOR antagonists, beta-arrestin recruitment, cell-based, luminescence, uHTS (AID 1778); KOR beta-arrestin recruitment, luminescence, antagonist mode; higher % means a stronger effect; 290,000 tested, 0.091% active; one-dose inhibition, % at 10 µM; IC50 in µM for titrated hits; in the data active means inhibition above about 50%; further: strong numbers were not always called active
# KOR beta-arrestin-2 – KOR agonists, beta-arrestin recruitment, primary screen, cell-based, luminescence, uHTS (AID 1777) | KOR beta-arrestin recruitment, luminescence; higher % means a stronger effect | 280,000 tested, 0.02% active | Kappa-type opioid receptor (Homo sapiens) | activation, % at 10 µM; hits with a dose series show EC50 in µM; in the data active means activation above about 50%, passing the limit was not always enough; further: a part of the inactive calls stands beside numbers as strong as those of hits
# GPR55 activation – GPR55 agonists via beta-arrestin recruitment, primary screen, imaging, U2OS cells, beta-arrestin-GFP redistribution (AID 1961) | 290,000 tested, 0.048% active | G-protein coupled receptor 55 (Homo sapiens) | activation, % at 10 µM, or EC50 in µM where a hit was titrated | U2OS GPR55 beta-arrestin-GFP redistribution imaging; higher % means a stronger effect;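 active means activation above 40% with more than 50 cells counted in the well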;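 further: U2OS osteosarcoma cells stably expressing GPR55 and beta-arrestin-GFP; plate controls were DMSO negative control for no effect and LPI positive control for full effect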
# GPR35 antagonists – GPR35 antagonists blocking zaprinast-driven arrestin recruitment, primary screen, imaging, U2OS, beta-arrestin-GFP, zaprinast agonist (AID 2058) | G-protein coupled receptor 35 (Homo sapiens) | one-dose inhibition, % at 10 µM; IC50 in µM for titrated hits | U2OS GPR35 beta-arrestin-GFP translocation imaging, zaprinast antagonism; higher % means a stronger effect | 290,000 tested, 0.052% active;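 active means inhibition of at least 50% with at least 30 cells and total cytoplasm GFP at most 10,000,000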
# AID2073 – inhibitors of Mint1-CaV2.2 protein interaction, biochemical, HTRF (AID 2073); HTRF protein-protein interaction, Mint1-CaV2.2; higher % means a stronger effect; one-dose inhibition, % at 20 µM; IC50 in µM for titrated hits; 290,000 tested, 0.19% active; in the data active means inhibition mostly above about 51%, no sharp cut-off; further: some results filed as inactive read as strong as hits
# NOD1 NF-kB reporter – NOD1 signaling inhibitors, primary screen, cell-based, luminescence, uHTS (AID 1578). NOD1-driven NF-kB luciferase reporter cells, luminescence; higher % means a stronger effect. inhibition, % at 4 µM, or EC50 in µM where a hit was titrated. 290,000 tested, 1% active; in the data active means inhibition mostly above about 36%, no sharp cut-off; inactive means mostly below about 34%;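 further: HEK-293T reporter cells stimulated with the NOD1 agonist gamma-tri-DAP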
# SIAH1 antagonists – Siah-1 peptide-binding antagonists, primary screen, biochemical, fluorescence polarization, rhodamine-plectin, uHTS (AID 1817); one-dose displacement, % at 20 µM; IC50 in µM for titrated hits; E3 ubiquitin-protein ligase SIAH1 (Homo sapiens); 290,000 tested, 0.02% active; Siah-1 / rhodamine-plectin peptide fluorescence polarization; higher % means a stronger effect;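 active means displacement of at least 50% at 20 µM, with a fluorescence ratio check between 0.3 and a set limit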;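 further: plate controls were Siah plus tracer with DMSO for no effect and tracer alone without Siah for full effect; strong numbers were not always called active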
# HIV fusion peptide – inhibitors of HIV fusion peptide binding, primary screen, biochemical, uHTS, fluorescence dequenching (AID 1986). cell-free peptide binding, fluorescence dequenching, 30 min; higher % means a stronger effect. one-dose inhibition, % at 20 µM; IC50 in µM for titrated hits. 290,000 tested, 0.3% active; in the data active means inhibition mostly above about 52%, no sharp cut-off; inactive means mostly below about 76%; further: some results filed as inactive read as strong as hits
# GPR55 LPI antagonism – GPR55 antagonists blocking LPI-driven arrestin recruitment, primary screen, imaging, U2OS, beta-arrestin-GFP, LPI agonist (AID 2013); G-protein coupled receptor 55 (Homo sapiens); U2OS GPR55 beta-arrestin-GFP translocation imaging, LPI antagonism; higher % means a stronger effect; inhibition, % at 10 µM, or IC50 in µM where a hit was titrated; 290,000 tested, 0.13% active;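 active means spots per cell inhibited over 60%, with over 100 cells counted and total cytoplasm intensity under 500,000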;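 further: U2OS cells stably carrying GPR55 and arrestin-GFP stimulated by 5 µM LPI near EC80; imaged beta-arrestin-GFP aggregate spots per cell after agonist stimulation; plate controls were LPI-stimulated DMSO wells for no effect and DMSO wells without LPI for full effect; some results filed as inactive read as strong as hits; confirmed hits need IC50 under 10 µM and bright autofluorescent wells are also inconclusive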
# * hit, by the source's call; . = no result given; [ ] = remark or other dose. A portion of the library (hit frequency here may not be typical).
SMILES,KOR beta-arrestin-1,KOR beta-arrestin-2,GPR55 activation,GPR35 antagonists,AID2073,NOD1 NF-kB reporter,SIAH1 antagonists,HIV fusion peptide,GPR55 LPI antagonism
COc1ccc(OC)c(C(=O)CSc2nnc(Cc3cccs3)n2CCc2ccccc2)c1,16%,-2.1%,0.1%,-5%,-27%,0%,-5%,-1.8%,5%
NC1=NC(=Nc2ccc(S(N)(=O)=O)cc2)c2ccccc21,30%,2.1%,-0.1%,10%,37%,-6%,13%,0.0%,13%
Cc1ccnc(NC(=O)c2sc3ccccc3c2Cl)c1,-6%,9.2%,0.2%,-16%,4%,-4%,3%,1.4%,10%
CC1(C)CC(N2CCOCC2)=CC(=[N+]2CCOCC2)C1,5%,-3.5%,-0.2%,5%,-8%,-39%,2%,-1.8%,-11%
Cc1cc(C)cc(CC2CC(=O)N(c3cc(C)ccc3C)C2=O)c1 (configuration not stated),-23%,-1.4%,-0.2%,0%,11%,52%,-2%,0.0%,-8%
CCC(=O)N1c2ccc(S(=O)(=O)N3CCOCC3)cc2CC1C (configuration not stated),2%,1.0%,0.7%,8%,9%,27%,2%,-2.4%,-6%
COC(=O)COc1ccc(NC(=O)C2CCCO2)cc1 (configuration not stated),-13%,-2.5%,0.3%,-7%,0%,9%,-4%,-3.0%,8%
CCOC(=O)COc1ccc(Br)cc1/C=C/c1[nH]c(=O)[nH]c(=O)c1[N+](=O)[O-],-7%,-6.0%,-0.3%,3%,2%,0%,-7%,16%,5%
CC(=O)CC(=O)Nc1ccc(Cl)cn1,-33%[20 µM],-2.3%,-0.1%,-6%,-4%,-20%,-1%,-0.6%,3%
CC(C)OCCCNc1ncnc2c1[nH]c1ccc(F)cc12,4%,-3.7%,-0.2%,3%,-14%,62%,2%,-0.6%,1%
CC(C)=C1SC(N2CCOCC2)=NC1=O,-15%,-3.1%,-0.1%,6%,-4%,-6%,4%,0.6%,12%
CC(=O)C1=C(O)C(=O)N(c2nccs2)C1c1ccc(Br)cc1 (configuration not stated),-14%,-4.4%,-0.2%,13%,-10%,-11%,2%,-1.5%,-2%
COc1ccc(/C(C)=N/NS(=O)(=O)c2cc(C)ccc2C)c(OC)c1,-16%,-3.1%,-0.4%,7%,0%,-39%,-1%,-0.6%,-12%
O=C(NC1CCCC1)C(c1ccc(Cl)cc1)N(Cc1ccc(F)cc1)C(=O)CCl (configuration not stated),2%,12%,0.2%,-2%,8%,31%,-1%,1.8%,6%
COc1ccccc1C(=O)NC1CC(C)(C)NC(C)(C)C1,0%[20 µM],-10%,0.3%,7%,17%,-24%,-3%,2.3%,0%
Nc1nnc(SCC(=O)N2CCN(c3ccccc3)CC2)n1-c1ccccc1,34%,-3.4%,-0.2%,-7%,-2%,-24%,0%,0.4%,-9%
CC(C)(CNc1ccc(S(=O)(=O)C(F)(F)F)cc1[N+](=O)[O-])N1CCOCC1,-4%,9.7%,0.0%,-5%,-19%,-15%,-2%,-0.8%,-8%
O=C1c2ccccc2S(=O)(=O)N1Cc1nnc(-c2ccccc2Br)o1,-18%,-4.4%,-0.1%,-4%,2%,-27%,8%,1.6%,11%
Cc1ccc(Cn2c(SCC(=O)NCc3ccco3)nc3ccsc3c2=O)cc1,-11%,-0.6%,-0.2%,-3%,4%,-28%,5%,3.5%,-9%
O=C(c1cccs1)N1CCN(C23CC4CC(CC(C4)C2)C3)CC1,1%,7.0%,-0.2%,4%,34%,-8%,3%,0.1%,-7%
COc1cccc(CCc2nnc(CCC(=O)N3CCN(Cc4ccccn4)CC3)o2)c1,6%,4.5%,-0.3%,8%,3%,-13%,1%,0.1%,14%
CC1CCN(C(=O)CSc2nc3ccccc3c(=O)n2Cc2ccc3c(c2)OCO3)CC1,-26%,15%,-0.1%,-14%,2%,-8%,-4%,-1.4%,-4%
Cc1nc([N+](=O)[O-])cn1CC(O)c1ccccc1 (configuration not stated),1%,-0.1%,-0.1%,-3%,4%,3%,7%,-1.5%,5%
CCOC(=O)c1c(C)[nH]c(C(=O)OCC(=O)NC(C)(C)C)c1C,-6%,-1.3%,0.6%,6%,-6%,20%,2%,0.5%,9%
NC(=O)C1CCN(C(=O)COc2ccc(S(=O)(=O)NC3CCCC3)cc2)CC1,-18%,-1.6%,-0.3%,8%,11%,-4%,1%,-0.1%,3%
O=c1cc(N2CCC(Cc3ccccc3)CC2)[nH]c(=O)n1C1CCCCC1,-2%,-2.5%,-0.1%,13%,4%,19%,5%,-1.2%,4%
CCc1ccc(N2CCCn3c2nc2c3c(=O)n(CCN3CCOCC3)c(=O)n2C)cc1,12%,1.1%,0.3%,-6%,-1%,5%,4%,-2.2%,10%
COc1cc([N+](=O)[O-])cc2sc(NC(=O)c3c(F)cccc3F)nc12,20%,2.7%,0.2%,-4%,-2%,.,-7%,-2.6%,15%
COc1cc(NC(=O)Cc2ccc(F)cc2)cc(OC)c1OC,-17%,-3.8%,0.3%,10%,-8%,-17%,3%,0.2%,6%
Cc1c(C(=O)N(C)C(C)c2ccncn2)oc2c(F)cccc12 (configuration not stated),16%,5.9%,-0.2%,-16%,-8%,-23%,10%,-0.3%,16%
CSc1nsc(SCC(=O)Nc2cc(C(=O)O)ccc2C)n1,-15%,-0.7%,-0.2%,-9%,-11%,-17%,2%,1.1%,-5%
Cc1c(CCC(=O)O)c(=O)oc2cc(OCc3ccc(Br)cc3)ccc12,-18%,-2.9%,0.5%,6%,17%,-10%,-3%,17%,7%
CCCCCC(NC(=O)C1CCN(C(=O)[C@@H](NS(=O)(=O)c2ccc(C)cc2)C(C)C)CC1)C(=O)O (some centres not stated),-11%[20 µM],0.7%,-0.2%,14%,-5%,-12%,4%,1.1%,-9%
COc1ccccc1NC(=O)Cn1c(O)c(N=NC(=O)c2ccccc2O)c2ccccc21,-14%,-5.1%,-0.2%,-12%,43%,-41%,-2%,-6.6%,5%
COc1ccc(CNC(=O)CN(C)S(=O)(=O)c2ccc(Cl)cc2)cc1,0%[20 µM],-6.7%,0.8%,14%,-2%,-5%,-7%,-1.9%,8%
Cn1c(CCNC(=O)C2CCCCC2)nc2cc([N+](=O)[O-])ccc21,-18%[20 µM],-0.3%,-0.1%,-2%,26%,-22%,-1%,-0.3%,0%
CCNC(=O)C1CC(=O)N(CCCc2ccccc2)C(=Nc2ccccc2)S1 (configuration not stated),0%,6.3%,-0.3%,-4%,-10%,3%,0%,-0.7%,1%
Cc1ccc2[nH]c3c(Cl)ncnc3c2c1,13%,3.4%,-0.1%,6%,36%,14%,-4%,-0.7%,-3%
CC1(C)Cc2c(sc3c2C2=NCCN2C=N3)CS1,-22%,3.5%,-0.1%,0%,-2%,0%,4%,-2.1%,9%
Cc1cccc(OCCCn2ccnc2)c1,3%,-0.8%,-0.1%,13%,-12%,-21%,3%,0.5%,0%
COc1cccc2cc(C(C)=O)c(=O)oc12,17%,1.3%,-0.1%,-1%,24%,-8%,3%,0.3%,-1%
O=C(O)c1ccccc1-c1ccccc1C(=O)Nc1cccc(Br)c1,14%,-1.1%,-0.1%,9%,2%,-7%,1%,3.6%,-15%
Cc1cc([N+](=O)[O-])ccc1NCc1ccco1,-14%[20 µM],.,0.3%,8%,17%,-37%,-1%,-0.8%,-6%
Cc1ccc(C(=O)NCC(=O)Nc2ccncc2)cc1C,-16%,3.1%,0.3%,-17%,-1%,-30%,9%,0.0%,20%
Cc1ccc(-n2ncc3c(N4CCC5(CC4)OCCO5)ncnc32)c(C)c1,19%,-3.3%,0.3%,7%,0%,-3%,3%,0.8%,19%
C=CCn1c(COC)nnc1SCC(=O)c1ccc(F)cc1,1%,0.5%,-0.1%,10%,-29%,-2%,-4%,-1.2%,-8%
CCOC(=O)CNS(=O)(=O)c1cc(-c2nn(C)c(=O)c3ccccc23)ccc1C,-1%,-1.3%,0.1%,0%,8%,6%,-5%,0.0%,-9%
CC(=O)c1cccc(N2C(=O)Nc3ccccc3N2O)c1,3%,-3.9%,-0.4%,3%,15%,-9%,3%,1.2%,-11%
COc1cc2c(cc1OC)C(c1ccccc1)=NCC2,32%,2.0%,0.1%,-3%,12%,-16%,4%,2.8%,3%
COc1ccc(OC)c(C2CC(=O)Nc3c2c(=O)[nH]c2ncnn32)c1 (configuration not stated),-28%,1.4%,-0.1%,-8%,-3%,-46%,2%,2.0%,8%
O=S1(=O)CCC(NC(=S)NCCNC(=S)NC2CCS(=O)(=O)C2)C1 (configuration not stated),0%,-0.5%,0.1%,-9%,9%,-1%,-1%,3.3%,12%
O=C(/C=C/c1ccc(Cl)cc1)N1CCN(Cc2ccccc2)CC1,6%,-6.5%,-0.1%,14%,6%,-6%,-6%,0.0%,4%
Cc1cc(C)c(NC(=O)c2ccc(CNS(=O)(=O)c3cc(C(F)(F)F)ccc3Cl)cc2)c(C)c1,-3%,3.8%,-0.3%,-12%,57%,-27%,7%,9.8%,9%
CCCn1c(SCC(=O)C(C)(C)C)nc2ccccc21,-1%,-0.1%,0.3%,2%,14%,-17%,4%,-0.2%,2%
CCOc1ccc(-c2nnc(-c3cccs3)o2)cc1OCC,-17%,-6.0%,0.0%,6%,12%,-59%,2%,-1.4%,-8%
O=C(Cc1c(Sc2ccccc2)c2ccccc2n1Cc1ccccc1)NCCO,-4%,6.0%,0.5%,4%,1%,-20%,3%,0.2%,18%
CC(=O)Nc1nc(C)c(C(C)=O)s1,20%,-8.7%,-0.1%,13%,17%,-15%,0%,3.1%,8%
CC(C)CCC1(CCNC(C)c2cccs2)CCOC(C)(C)C1 (configuration not stated),6%,6.2%,0.0%,-13%,6%,4%,-4%,-0.1%,-4%
Cc1ccc(C)c(Nc2nc(-c3cccnc3)cs2)c1,29%,-2.6%,0.5%,7%,-5%,6%,-3%,1.9%,-7%
CC(C)(C)NC(=O)C1CC(=O)OC1(C)C (configuration not stated),-18%,-0.9%,0.2%,-7%,4%,-24%,0%,0.6%,4%
Cc1ccc(S(=O)(=O)Oc2cccc(N3C(=O)C4CC=CCC4C3=O)c2)cc1 (configuration not stated),12%,-0.5%,0.3%,20%,-3%,1%,3%,0.5%,16%
O=[N+]([O-])c1ccccc1NCCOc1ccccc1,4%,5.5%,-0.3%,-7%,0%,-58%,2%,-0.6%,7%
